NadD block = blocks S. aureus nicotinate mononucleotide adenylyltransferase | purified NadD enzyme, colorimetric absorbance read-out | inhibition, % at 20 µM | actives 0.78% (n = 360,000); in the data active = inhibition above about 26%; note: some compounds past the cut are filed as inactive
Neddyl block = cullin neddylation inhibition; P61081+Q13564; TR-FRET cullin neddylation, biochemical; calls only at 25 µM; actives 0.58% (n = 360,000); AID 651699; in the data active = inhibition above about 36%
MT1-MMP act inh = blocks activation of human MT1-MMP; GFP/RFP ratio change, % at 20 µM; P50281; HT1080 RFP-PRO-GFP cells, GFP/RFP ratio fluorescence, overnight; percent of plate control window, DMSO zero; actives 0.061% (n = 360,000);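 active = GFP/RFP ratio change of at least 30% with cell ATP level not reduced by more than half and red fluorescence within 50% of control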; note: strong numbers were not always called active
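Material – HT1080 RFP-PRO-GFP cells · Control set – DMSO wells and RFP-L50D-GFP cells · Incubation – overnight cell settling, then overnight compound exposure, 37 °C, 5% CO2 · Compound dosing – single-point 20 µM compound, 1% DMSO · Read-out – GFP/RFP fluorescence ratio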
Rpn11 inh = inhibitors of human proteasome Rpn11. human 26S proteasome, Ub4-pepOG fluorescence polarization; 20S core pre-blocked with epoxomicin. actives 0.59% (n = 360,000). AID 588493. calls only at 20 µM. O00487;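 active = inhibition at 20 µM, scaled to each plate's controls, above about 33%, limit read from the data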
Rin1-Abl PPI inh = blocks binding of human Rin1 to Abl | P00519+Q13671 | TR-FRET Rin1/Abl binding, biochemical | inhibition, % at 7.35 µM | actives 0.4% (n = 360,000); in the data active = inhibition above about 5%, passing the limit was not always enough
FAS TE block = FAS thioesterase (human) inhibition. P49327. recombinant FAS-TE, OMFH fluorogenic substrate, fluorescence endpoint. inhibition, % at 15 µM. actives 0.67% (n = 360,000);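 active = compounds whose normalised, plate-corrected inhibition of enzyme fluorescence in the single-dose primary screen is 50% or more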;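 note: 0% = DMSO with enzyme and 100% = substrate without enzyme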
Target sequence (P49327 whole entry, looked up): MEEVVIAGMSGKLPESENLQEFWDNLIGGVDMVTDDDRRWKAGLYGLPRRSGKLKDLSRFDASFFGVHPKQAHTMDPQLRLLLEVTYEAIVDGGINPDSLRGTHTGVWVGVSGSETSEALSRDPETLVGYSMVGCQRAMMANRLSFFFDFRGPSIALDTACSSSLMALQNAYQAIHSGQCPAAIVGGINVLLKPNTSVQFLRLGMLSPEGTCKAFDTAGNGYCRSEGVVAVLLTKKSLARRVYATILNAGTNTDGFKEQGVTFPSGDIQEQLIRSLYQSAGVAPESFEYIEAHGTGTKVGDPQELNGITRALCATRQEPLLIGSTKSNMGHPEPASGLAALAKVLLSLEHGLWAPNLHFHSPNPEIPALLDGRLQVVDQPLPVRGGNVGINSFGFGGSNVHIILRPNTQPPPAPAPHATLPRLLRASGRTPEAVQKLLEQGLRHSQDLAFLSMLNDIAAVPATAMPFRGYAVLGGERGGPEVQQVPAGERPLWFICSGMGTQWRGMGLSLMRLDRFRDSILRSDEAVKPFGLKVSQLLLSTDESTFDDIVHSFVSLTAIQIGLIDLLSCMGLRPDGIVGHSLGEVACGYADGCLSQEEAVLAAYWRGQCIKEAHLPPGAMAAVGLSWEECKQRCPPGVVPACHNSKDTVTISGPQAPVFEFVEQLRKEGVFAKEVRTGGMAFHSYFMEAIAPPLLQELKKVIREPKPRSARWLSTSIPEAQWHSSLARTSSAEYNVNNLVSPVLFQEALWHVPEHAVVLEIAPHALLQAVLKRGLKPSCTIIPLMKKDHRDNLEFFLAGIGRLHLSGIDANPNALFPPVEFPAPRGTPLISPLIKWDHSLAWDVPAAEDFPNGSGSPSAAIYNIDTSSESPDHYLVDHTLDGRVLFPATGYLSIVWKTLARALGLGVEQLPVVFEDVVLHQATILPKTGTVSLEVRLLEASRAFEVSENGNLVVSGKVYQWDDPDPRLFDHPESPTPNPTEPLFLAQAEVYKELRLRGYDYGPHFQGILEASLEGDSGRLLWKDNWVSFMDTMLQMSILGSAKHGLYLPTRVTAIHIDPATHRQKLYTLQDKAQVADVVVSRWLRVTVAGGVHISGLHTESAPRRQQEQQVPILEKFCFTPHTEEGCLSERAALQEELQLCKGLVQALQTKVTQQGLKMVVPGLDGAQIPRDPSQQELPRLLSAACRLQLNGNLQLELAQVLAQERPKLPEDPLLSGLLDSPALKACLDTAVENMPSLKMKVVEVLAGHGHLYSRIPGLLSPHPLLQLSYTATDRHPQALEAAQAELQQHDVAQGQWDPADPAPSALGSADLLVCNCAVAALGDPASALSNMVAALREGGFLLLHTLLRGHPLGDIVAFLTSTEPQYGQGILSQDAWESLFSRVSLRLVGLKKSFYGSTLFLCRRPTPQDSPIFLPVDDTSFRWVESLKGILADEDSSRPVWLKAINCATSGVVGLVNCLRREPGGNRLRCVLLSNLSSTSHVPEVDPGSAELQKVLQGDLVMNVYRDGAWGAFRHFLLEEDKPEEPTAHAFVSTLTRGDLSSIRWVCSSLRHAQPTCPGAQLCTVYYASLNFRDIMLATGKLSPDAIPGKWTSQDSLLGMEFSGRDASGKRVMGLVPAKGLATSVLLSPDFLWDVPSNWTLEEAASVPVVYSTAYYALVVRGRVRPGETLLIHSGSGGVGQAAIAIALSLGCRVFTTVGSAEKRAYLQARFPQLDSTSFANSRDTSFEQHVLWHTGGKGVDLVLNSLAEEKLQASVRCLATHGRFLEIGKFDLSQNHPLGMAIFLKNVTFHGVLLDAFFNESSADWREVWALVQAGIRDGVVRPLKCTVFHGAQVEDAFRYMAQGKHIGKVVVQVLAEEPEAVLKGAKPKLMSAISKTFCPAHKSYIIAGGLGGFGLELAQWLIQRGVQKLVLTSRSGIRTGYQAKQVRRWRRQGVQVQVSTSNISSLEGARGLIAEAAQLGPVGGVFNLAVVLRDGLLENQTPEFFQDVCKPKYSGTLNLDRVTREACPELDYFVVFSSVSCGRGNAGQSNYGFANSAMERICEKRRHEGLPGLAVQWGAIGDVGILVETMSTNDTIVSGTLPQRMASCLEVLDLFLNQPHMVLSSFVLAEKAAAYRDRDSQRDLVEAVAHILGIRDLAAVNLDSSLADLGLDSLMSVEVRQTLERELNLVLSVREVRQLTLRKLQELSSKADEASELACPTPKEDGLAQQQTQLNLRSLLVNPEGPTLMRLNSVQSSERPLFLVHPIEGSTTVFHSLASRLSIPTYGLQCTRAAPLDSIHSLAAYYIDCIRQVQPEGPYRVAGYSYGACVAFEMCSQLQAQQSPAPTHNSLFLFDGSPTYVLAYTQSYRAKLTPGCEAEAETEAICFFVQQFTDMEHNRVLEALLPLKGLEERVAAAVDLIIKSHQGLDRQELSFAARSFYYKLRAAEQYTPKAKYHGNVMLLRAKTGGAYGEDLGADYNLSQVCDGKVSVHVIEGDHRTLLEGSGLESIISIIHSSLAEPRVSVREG
SKN-1 block = inhibitors of C. elegans SKN-1 | inhibition, % at 21.8 µM | C. elegans VP596 Pgst-4::GFP/RFP ratio, acrylamide-induced, 24 h | actives 0.49% (n = 360,000);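 active = interference check ratio from 0.5 to 1.5 plus GFP to RFP signal ratio inhibition reaching or exceeding a fixed threshold, cut at about 30% in these data, passing the limit was not always enough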; note: some compounds called inactive have numbers as strong as hits
MLLE-PAM2 inh = inhibitors of microRNA-mediated deadenylation, human PABP1 MLLE binding; actives 0.36% (n = 360,000); P11940; GST-MLLE / FITC-PAM2 fluorescence polarization; inhibition, % at 20 µM; in the data active = inhibition above about 35%, passing the limit was not always enough;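 note: plate controls were DMSO wells with GST-MLLE for no effect and wells lacking GST-MLLE protein for full effect; some results filed as inactive read as strong as hits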
CSN inh = inhibitors of human CSN-mediated cullin deneddylation; inhibition, % at 12.5 µM; Q92905; actives 0.38% (n = 360,000); AID 651999; Purified CSN, SCF-Nedd8-OG deneddylation, fluorescence polarization;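 active = pattern-corrected inhibition above about 35%, with an unprinted fluorescence ratio check between 0.5 and 1.5, limit read from the data, passing the limit was not always enough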;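 note: 0% = enzyme with substrate and 100% = substrate without enzyme; some results filed as inactive read as strong as hits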
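Assay system: purified human Csn5 enzyme expressed in HEK293T cells; Input: 0.24 nM Csn5 enzyme, final concentration; Reagent: 10 nM SCFSkp2-Nedd8OG; Compound dosing: 12.5 µM single point; Times: reaction 90 min, room temperature; Technique: fluorescence polarization readout.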
Active calls of the source: *; i = inactive; . = not tested or not shown.

SMILES	NadD block	Neddyl block	MT1-MMP act inh	Rpn11 inh	Rin1-Abl PPI inh	FAS TE block	SKN-1 block	MLLE-PAM2 inh	CSN inh
COc1ccccc1N1CCN(C(=O)c2ccc(Cn3c(=S)[nH]c4cc5c(cc4c3=O)OCO5)cc2)CC1	20	i	-6	i	1	53*	-3	-64	10
CC(C)n1nccc1N(Cc1ccc(C#N)cc1)S(=O)(=O)c1ccccc1	-8	i	-3	i	3	8	7	-13	-1
NC(=O)c1ccc[n+](Cc2cccc3ccccc23)c1	-3	i	0	i	-4	-7	2	-18	-2
COc1ccc(OC)c(C(C)NC(=S)NC2CCCCC2)c1 (configuration not stated)	-3	i	0	i	-4	-6	-1	-41	-3
Cc1ccc(C)c(OCCC(=O)OCC(=O)Nc2cc(S(=O)(=O)N3CCCCC3)ccc2C)c1	-7	i	7	i	3	15	6	-7	3
CN(C)c1nc(N(C)C)n(Cc2c(Cl)cccc2Cl)n1	3	i	5	i	0	-3	11	-13	-16
Cc1ccc(/C=C/C(=O)C2C(=O)c3ccccc3C2=O)cc1	3	i	5	i	-1	-5	-7	8	6
CC(=O)C1=C(O)C(=O)N(c2cccnc2)C1c1ccc(Cl)cc1 (configuration not stated)	1	i	-2	i	-1	-2	2	3	-3
N#C/C(C(=O)N1CCCCC1)=C1/N=C(N)c2ccccc21	-1	i	0	i	-1	-2	8	4	7
O=C(NNC(=S)NCc1ccccc1)c1ccc2c(c1)OCO2	1	i	-6	i	0	-6	4	-44	-11
O=C(NCCOc1ccccc1)c1ccccc1	-2	i	-3	i	0	-9	-1	4	-4
O=C(CCC(=O)N/N=C/c1ccc(Br)o1)N/N=C/c1ccc(Br)o1	-2	i	2	i	3	-5	16	6	-1
CC(=O)c1cccc(NC(=O)CSc2nc(N3CCCCC3)nc(N3CCCCC3)n2)c1	5	i	-3	i	0	8	-8	-5	-6
COc1ccc(CNC(=O)C2CCN(S(=O)(=O)N3CCOCC3)CC2)cc1	-10	i	5	i	3	-1	2	-5	2
CC1(C)Oc2ccc3ccc(=O)oc3c2C(N2CCCCC2)C1O (configuration not stated)	1	i	-21	i	-4	-5	3	-17	1
Cc1ccc(NC(=O)c2cc(S(=O)(=O)N(C)C)ccc2N2CCCC2)cc1S(=O)(=O)N(C)C	9	i	0	i	1	15	-18	-9	4
O=C(Nc1ccccn1)NC1CCCCC1	-3	i	-1	i	4	-4	20	6	-3
CCc1ccccc1NC(=S)N1CCN(c2ccccc2F)CC1	-3	i	-2	i	0	5	24	-81	6
CCN(Cc1ccncc1)C(=O)c1ccc(C)o1	-5	i	0	i	-1	-6	-6	10	2
COc1ccc(NC(=O)[C@H](C)NC(=O)C2CCN(S(=O)(=O)c3ccc(OC)cc3)CC2)cc1	-4	i	0	i	0	-2	-2	-9	-4
CCOCc1cnc(C)nc1NCC(=O)c1c(C)[nH]c2cc(C)ccc12	10	i	-12	i	-1	-6	5	-117	-4
CC(C)CCNC(=O)CN1C(=O)NC(c2ccccc2)(c2ccccc2)C1=O	-1	i	-1	i	1	1	-5	-24	0
CCOc1ccc(/C=N/N2C(C)CCCC2C)cc1 (configuration not stated)	-6	i	0	i	2	-2	14	18	-1
CCOC(=O)/C(C#N)=C1/SC(CC)C(=O)N1c1ccc(C)cc1 (configuration not stated)	5	i	2	i	2	0	3	17	0
Cc1ccc(NC(=O)C(c2ccccc2)N2CCN(CC(=O)NC3CC3)CC2)cc1Cl (configuration not stated)	-1	i	1	i	1	5	10	-19	-1

Next section
SMILES	NadD block	Neddyl block	MT1-MMP act inh	Rpn11 inh	Rin1-Abl PPI inh	FAS TE block	SKN-1 block	MLLE-PAM2 inh	CSN inh
C[C@H](NC(=O)[C@H]1N2C(=O)c3ccccc3C2SC1(C)C)C(=O)N1CCN(C)CC1 (some centres not stated)	-3	i	8	i	-4	-4	-19	2	-5
CCOc1ccc(N(CC(=O)NCc2ccccc2)S(=O)(=O)c2c(C)noc2C)cc1	-11	i	0	i	4	8	12	-4	-5
COc1ccc(NC(=O)CN(C)CC(=O)N2CC(=O)Nc3ccccc32)cc1	-4	i	3	i	2	-6	20	-10	0
O=C(Cn1sc2ccccc2c1=O)NC12CC3CC(CC(C3)C1)C2	13	i	-4	i	-2	-13	15	53*	5
N#CC1=C(N)Oc2cc(N)ccc2C1c1ccc(F)cc1F (configuration not stated)	-5	.	-90	.	-2	5	-7	-28	58
O=C(c1cnn2c1NC(c1ccc(Br)cc1)CC2C(F)(F)F)N1CCN2CCCC2C1 (configuration not stated)	-3	i	7	i	-3	2	0	4	4
O=C(COC(=O)c1ccccc1SCC(=O)N1CCCC1)Nc1ccccc1C(F)(F)F	2	i	0	i	1	-4	-4	18	1
COc1cccc(/C=C2\SC(=O)N(CC(=O)NCCCn3ccnc3)C2=O)c1	-3	i	3	i	-2	-2	1	19	-2
CCOc1ccc(N(C)S(=O)(=O)c2cc(-c3cc(C)no3)ccc2C)cc1	-2	i	-10	i	0	28	2	20	-2
COc1ccc2[nH]c(=O)c(CN(Cc3ccc4c(c3)OCO4)C(C)=O)cc2c1	-4	i	7	i	1	-4	-25	0	-3
Cc1ccc(NC(=O)c2ccc3c(c2)S(=O)(=O)c2ccccc2C3=O)cc1S(=O)(=O)N1CCOCC1	6	i	-1	i	-2	3	-4	4	1
Nc1nc(-c2ccco2)nn1C(=O)c1ccccc1Cl	-9	i	4	i	-6	-3	-6	-8	3
COc1ccc(Cl)cc1NC(=O)CN(C)C(=O)Cc1ccc2c(c1)CCC2	-7	i	0	i	2	10	-8	7	3
COC(=O)c1ccc2c(c1)N(C)C(=O)CS2	-1	i	6	i	0	-6	-16	-17	-7
COc1cccc(NC(=O)c2ccc(NC(C)=O)cc2)c1	-3	i	1	i	1	-6	-8	-13	0
COC(=O)C1CC2(C(=O)OC)CC(C(=O)OC)(CC(C(=O)OC)C2=O)C1=O (configuration not stated)	-1	i	-1	i	0	0	16	9	7
CN(Cc1ccon1)Cc1cn(C)nc1-c1ccc(Oc2ccccc2)cc1	-6	i	2	i	-3	6	-1	4	0
O=C(N/N=C/c1cccc([N+](=O)[O-])c1)c1cccs1	-3	i	5	i	-4	-2	27	3	3
O=C(C1CCCCC1)N1CCC2CC1c1cc(N3CCCCC3)ccc12 (configuration not stated)	-4	i	-2	i	-1	-10	13	-40	12
COC(=O)N(NC(=O)C(O)(c1ccccc1)c1ccccc1)c1ccccc1	7	i	-2	i	-1	-4	1	13	-5
COc1cc(/C=N/N2CCN(Cc3ccc(C)cc3)CC2)cc(OC)c1O	13	i	8	i	1	-5	-14	16	3
O=C(c1ccc(COc2ccccc2Br)o1)N1CCCCCC1	-5	i	-5	i	0	15	19	9	6
Cc1ccc(CSc2nc3ccccc3c(=O)[nH]2)cc1	1	i	6	i	1	-3	-7	-11	-4
Cc1c(C(=O)Nc2cccc(F)c2)cnn1-c1ccccc1	-2	i	-4	i	2	3	0	-1	-4
COC(=O)[C@@H]1CCCN1C(=O)c1ccc(OC2CCN(Cc3ccccn3)CC2)cc1	-1	i	1	i	-2	-5	-12	2	3

Sorted by formula weight (ascending): some entries from above.
SMILES	NadD block	Neddyl block	MT1-MMP act inh	Rpn11 inh	Rin1-Abl PPI inh	FAS TE block	SKN-1 block	MLLE-PAM2 inh	CSN inh
COc1cccc(NC(=O)c2ccc(NC(C)=O)cc2)c1	-3	i	1	i	1	-6	-8	-13	0
Cc1c(C(=O)Nc2cccc(F)c2)cnn1-c1ccccc1	-2	i	-4	i	2	3	0	-1	-4
O=C(Cn1sc2ccccc2c1=O)NC12CC3CC(CC(C3)C1)C2	13	i	-4	i	-2	-13	15	53*	5
COc1cc(/C=N/N2CCN(Cc3ccc(C)cc3)CC2)cc(OC)c1O	13	i	8	i	1	-5	-14	16	3
O=C(c1ccc(COc2ccccc2Br)o1)N1CCCCCC1	-5	i	-5	i	0	15	19	9	6
COc1ccc2[nH]c(=O)c(CN(Cc3ccc4c(c3)OCO4)C(C)=O)cc2c1	-4	i	7	i	1	-4	-25	0	-3
CCOc1ccc(N(C)S(=O)(=O)c2cc(-c3cc(C)no3)ccc2C)cc1	-2	i	-10	i	0	28	2	20	-2
COc1ccc(Cl)cc1NC(=O)CN(C)C(=O)Cc1ccc2c(c1)CCC2	-7	i	0	i	2	10	-8	7	3
COC(=O)[C@@H]1CCCN1C(=O)c1ccc(OC2CCN(Cc3ccccn3)CC2)cc1	-1	i	1	i	-2	-5	-12	2	3
CCOc1ccc(N(CC(=O)NCc2ccccc2)S(=O)(=O)c2c(C)noc2C)cc1	-11	i	0	i	4	8	12	-4	-5
O=C(COC(=O)c1ccccc1SCC(=O)N1CCCC1)Nc1ccccc1C(F)(F)F	2	i	0	i	1	-4	-4	18	1
Cc1ccc(NC(=O)c2ccc3c(c2)S(=O)(=O)c2ccccc2C3=O)cc1S(=O)(=O)N1CCOCC1	6	i	-1	i	-2	3	-4	4	1

(cont.)
SMILES	NadD block	Neddyl block	MT1-MMP act inh	Rpn11 inh	Rin1-Abl PPI inh	FAS TE block	SKN-1 block	MLLE-PAM2 inh	CSN inh
Cc1ccc(C(=O)NC2CCCc3ccccc32)cc1[N+](=O)[O-] (configuration not stated)	-2	i	-1	i	-3	33	-12	0	4
CC(C)CC(=O)Nc1ccc2c(c1)nc(CCN1CCOCC1)n2C	-7	i	4	i	0	-6	16	-15	2
COc1ccc(CN2C(=O)c3cccc4cccc2c34)cc1F	-11	.	4	i	1	19	0	4	-6
O=[N+]([O-])C(C1CCS(=O)(=O)C1)C1CCS(=O)(=O)C1 (configuration not stated)	-1	i	6	i	6	-6	11	7	2
CCNc1ccc(C(=O)NN=C2CCCC2)cc1[N+](=O)[O-]	11	i	7	i	-7	0	3	-65	5
CN(C(=O)COC(=O)c1ccccc1SCC(=O)N1CCCC1)c1ccccc1	4	i	-3	i	1	-6	7	2	2
O=C(c1ccoc1)N1CCCC(N2CCN(c3cccc(C(F)(F)F)c3)CC2)C1 (configuration not stated)	-3	i	0	i	-2	-3	-10	9	0
CC(=O)Nc1ccc(S(=O)(=O)N(C#N)c2nc(C)cc(C)n2)cc1	3	i	2	i	0	-2	18	5	-4
O=C(c1cccnc1)N1CCN(CCCc2ccccc2)CC1	5	i	-1	i	1	-5	16	3	0
COc1ccc(CNC(=O)CCCn2nc(C)n3ccnc3c2=O)cc1	2	i	-4	i	-3	-3	-3	-23	-2
COc1ccc(/C=C/C(=O)C23CC4CC(CC(C4)C2)C3)cc1CN1CCOCC1	-1	i	-14	i	2	12	12	-3	4
Cc1cccc(CSCCNC(=O)CSCc2ccc([N+](=O)[O-])cc2)c1	4	i	1	i	-1	41	-23	-1	5

Record cards, from the list above. Order of values: NadD block | Neddyl block | MT1-MMP act inh | Rpn11 inh | Rin1-Abl PPI inh | FAS TE block | SKN-1 block | MLLE-PAM2 inh | CSN inh
COc1ccc(CNC(=O)CCCn2nc(C)n3ccnc3c2=O)cc1 is listed with 2 | i | -4 | i | -3 | -3 | -3 | -23 | -2
COc1ccc(CN2C(=O)c3cccc4cccc2c34)cc1F is listed with -11 | . | 4 | i | 1 | 19 | 0 | 4 | -6

Compound activity from PubChem BioAssay.

Rows are unselected (roughly 3.9% active in at least one column).
